BRCT PPI red – qHTS Assay for Inhibitors of BRCT-Phosphoprotein Interaction (Red Fluorophore) | BRCT-phosphopeptide binding, red fluorescence polarization | Potency, µM (titrated, usually from 76.9 µM), without a hit: top-dose activity change, negative = inhibition, hits mostly inhibitors | hit rate 0.03% among 75,000 | AID 892, 2007; further: on the % scale 0 is the no-effect control and ±100 the full control effect
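Rhodamine-labelled pBACH1 10-mer (100 nM) bound to BRCT domain (100 nM) at pH 7.3; compounds incubated 12 min room temperature, polarization read. Free peptide defines full inhibition; unlabelled decapeptide titrated as control.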
Casp7 inh – qHTS Assay for Allosteric/Competitive Inhibitors of Caspase-7. Potency, µM (titrated, usually from 57.5 µM), for the others: at the top dose activity change, negative = inhibition, most hits filed as inhibitors. hit rate 0.02% among 75,000. P55210. recombinant caspase-7, Ac-DEVD-AFC fluorescence rate; active means well fitted inhibition curve with a large enough effect in the main read-out, with a control signal flat, not every such curve was filed as active; inconclusive means small, poorly fitted or top-dose-only effect, or a change in a side signal; further: potency means the concentration at half of the fitted maximal effect; % of control where 0% means no effect
A350 fluor – qHTS Assay for Spectroscopic Profiling in A350 Spectral Region | Compound autofluorescence, 340/450 nm, Alexa 350 dye-equivalents; stronger effect = higher value | max dye-equivalent concentration, M | hit rate 11% among 59,000 | AID 590, 2007; in the data active means max dye-equivalent concentration above about 10 nM; inconclusive means mostly about 1.1 nM to 9.6 nM
Caspase-1 inhib – qHTS Assay for Allosteric/Competitive Inhibitors of Caspase-1; AID 900, 2007; Caspase-1 enzyme, Ac-WEHD-AFC fluorogenic rate; Potency, µM (titrated, usually from 57.5 µM), for inactives: top-dose activity change, negative = inhibition, hits mostly inhibitors; hit rate 0.03% among 75,000;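 further: potency means the concentration at half of the fitted maximal effect; plate controls were vehicle for no effect and no substrate for full effect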
Rhodamine fluor – qHTS Assay for Spectroscopic Profiling in Rhodamine Spectral Region. Rhodamine-region fluorescence, 547/598 nm, Tris buffer; stronger effect = higher value. max dye-equivalent concentration, M. hit rate 0.05% among 59,000; in the data active means max dye-equivalent concentration above about 11 nM; inconclusive means between about 1.1 nM and that limit
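Intrinsic compound fluorescence, ex 547 / em 598 nm, CCD imager. Tris 100 mM pH 8.0; 15 min RT. Output = rhodamine dye-equivalent concentration at each compound concentration.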
USP2a inh – qHTS Assay for Inhibitors of Ubiquitin-specific Protease USP2a; Ubiquitin carboxyl-terminal hydrolase 2 (Homo sapiens), O75604; USP2a enzymatic assay, qHTS inhibition; Potency, µM (highest dose often 38.3 µM), inactives show at the highest dose activity change, negative = inhibition, usual class: inhibitors; hit rate 0.1% among 60,000;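 further: potency means the concentration at half of the fitted maximal effect; nearly all actives have a fitted effect of over 60% in size; plate controls were DMSO for no effect and NEM full inhibition control for full effect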
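Inhibition is measured in a cell-free coupled assay with 20 nM USP2 core, 20 nM Ub-PLA2 and 20 uM NBD C6-HPC, 2.5 h incubation. Activity normalized to NEM control.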
HEK293 cAMP ctrl – qHTS Assay for Agonists of the Thyroid Stimulating Hormone Receptor: Activators of Intracellular cAMP Concentrations in Parental HEK 293; parental HEK293 CNG cAMP sensor, membrane potential fluorescence; Potency, µM (doses to about 57.1 µM), for inactives: top-dose activation, actives largely listed as activators; hit rate 2.5% among 73,000; further: potency means the concentration at half of the fitted maximal effect; % of control where 0% means no effect; nearly all actives have a fitted effect of over 55% in size
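Counterscreen for endogenous-receptor signalling: CNG-channel HEK 293 cells report cAMP rise by membrane depolarization. After 60 min dye equilibration with 100 uM RO 20-1724, compounds incubated 30 min before bottom-read fluorescence at 590 nm.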
BRCT PPI green – qHTS Assay for Inhibitors of BRCT-Phosphoprotein Interaction (Green Fluorophore). Breast cancer type 1 susceptibility protein (Homo sapiens), P38398. BRCA1 BRCT-phosphopeptide binding, green fluorescence polarization. Potency, µM (series often up to 76.9 µM), for inactives: at the highest dose activity change, negative = inhibition, most hits filed as inhibitors. hit rate 0.05% among 75,000;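 further: potency means the concentration at half of the fitted maximal effect; plate controls were peptide without protein for full effect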
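Fluorescence polarization: His-tagged BRCT (~35 kDa BRCA1 C-terminus, 250 nM) bound to 100 nM fluorescein-labeled phosphorylated 10-aa BACH1 peptide, pH 7.3 phosphate buffer with DTT and Tween 20. Compounds incubated 12 min at room temperature; inhibition read as lowered polarization.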
Texas Red fluor – qHTS Assay for Spectroscopic Profiling in Texas Red Spectral Region | Compound fluorescence, Texas Red channel, 547/618 nm; stronger effect = higher value | max dye-equivalent concentration, M | hit rate 0.06% among 59,000 | AID 587, 2007; in the data active means max dye-equivalent concentration above about 10 nM; inconclusive means between about 1.1 nM and that limit
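Texas Red-region profiling: compounds in 100 mM Tris pH 8.0 were read at 547/618 nm after 15 min at room temperature. Intensities were normalized against a six-point Texas Red standard series to give dye-equivalent concentration.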
Fluorescein fluor – qHTS Assay for Spectroscopic Profiling in Fluorescein Spectral Region. Compound autofluorescence, 480/540 nm, fluorescein-equivalent; stronger effect = higher value. max fluorescein-equivalent concentration, M. hit rate 0.91% among 59,000; in the data active means max fluorescein-equivalent concentration above about 10 nM; inconclusive means between about 1.1 nM and that limit
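Values reflect compound autofluorescence, normalized to fluorescein on the same plate and reported at each tested concentration. Conditions: 100 mM Tris pH 8.0, room temperature, 15 min, excitation 480 nm, emission 540 nm.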
4-MU autofl – qHTS Assay for Spectroscopic Profiling in 4-MU Spectral Region | compound autofluorescence, 340/450 nm, 4-MU equivalents; stronger effect = higher value | max dye-equivalent concentration, M | hit rate 11% among 59,000 | AID 589, 2007; in the data active means max dye-equivalent concentration above about 10 nM; inconclusive means mostly about 1.1 nM to 9.6 nM
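Compounds in 100 mM Tris, pH 8.0, incubated 15 min at room temperature, then fluorescence read at 340 nm excitation/450 nm emission. Signal converted to 4-MU dye-equivalent concentration using an on-plate six-point 4-MU standard curve.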
Starred values were filed as active, the others as inactive; i = inactive; u = inconclusive; x = no result given; [ ] = dose if it differs, or a comment. Unless noted, the call rests on the fitted dose curve; in most records, active means well fitted curve in the direction sought with a large enough effect; inconclusive means small, poorly fitted or top-dose-only effect, or another doubt; inactive means no such curve, though single readings can be large; an effect the other way counts as inactive or inconclusive. These rows are one share of the data, so the mix of outcomes need not match the whole.

SMILES	BRCT PPI red	Casp7 inh	A350 fluor	Caspase-1 inhib	Rhodamine fluor	USP2a inh	HEK293 cAMP ctrl	BRCT PPI green	Texas Red fluor	Fluorescein fluor	4-MU autofl
COc1cccc(-c2nc(-c3ccc(NC(=O)Cc4ccccc4OC)cc3)no2)c1	0.1%	0%	i	0%	i	42%[activator]	25%	1.4%	i	i	i
COC(=O)c1ccc(C(NC(=O)OCc2ccccc2)/C(F)=C/[C@@H](C)C(=O)NCc2cc(F)cc(F)c2)cc1 (stereo partly specified)	-1.0%	-2%	x	-1%	x	x	16%	-1.9%	x	x	x
COc1ccccc1C1C2C(=O)N(c3ccccc3)C(=O)C2ON1c1ccccc1 (stereo unspecified)	-0.1%	-4%	i	-3%	i	26%	18%	-3.3%	i	u	i
Cc1nc(SC2C=CS(=O)(=O)C2)n[nH]1 (stereo unspecified)	x	x	i	x	i	x	x	x	i	i	i
CCN1CCN(CC(=O)Nc2sc3c(c2C#N)CCC(C)C3)CC1 (stereo unspecified)	-0.1%	-2%	i	-3%	i	22%	u	-3.2%	i	i	i
CCOC(=O)c1cc2c(ccn2C)n1CC(=O)N1CCN(c2ccccc2OC)CC1	-0.7%	-13%	i	-11%	i	19%	7%	-7.3%	u	u	i
N#C/C(=C(/O)COC(=O)CCC1CCCCC1)c1nc2ccccc2[nH]1	0.5%	-5%	i	-3%	i	23%	-10%	3.1%	u	i	i
CN(C)c1ccc(C(=S)NCc2ccco2)cc1	0.6%	-10%	i	-12%	i	10%	-9%	5.3%	i	i	i
Cc1cc2ccccc2cc(C)c1=O	x	x	i	x	i	x	x	x	i	u	i
Cc1ccc(S(=O)(=O)c2nc(-c3ccc(F)cc3)oc2SCC(N)=O)cc1	0.2%	-3%	i	2%	i	-2%	u	-2.7%	i	u	i
CCc1c(C)c2nncn2[nH]c1=O	1.6%	1%	i	3%	i	3%	9%	-4.2%	i	u	i
COc1ccc(OC(=O)c2cc3ccccc3o2)cc1	x	x	i	x	i	x	x	x	i	i	i
CCc1ccccc1NC(=O)C(Cc1cccc(OC)c1OC)c1nn[nH]n1 (stereo unspecified)	-0.5%	1%	i	0%	i	0%	1%	-0.1%	i	u	i
CSc1cccc(NC(=O)Nc2ccccc2)c1	-4.1%	1%	x	0%	x	0%[7.66 µM]	10%[11.4 µM]	-2.8%	x	x	x
CCN1C(=O)[C@H]2[C@H]3[C@H](O)[C@H](O)C/C(=N/O[C@@H]4O[C@@H](COC(C)=O)[C@@H](OC(C)=O)[C@@H](OC(C)=O)[C@H]4OC(C)=O)[C@H]3CC[C@@H]2C1=O	0.1%[15.4 µM]	0%[11.5 µM]	x	3%[11.5 µM]	x	x	-8%[11.4 µM]	-2.1%[15.4 µM]	x	x	x

Part of the list above, in CSV form:
molecule,BRCT PPI red,Casp7 inh,A350 fluor,Caspase-1 inhib,Rhodamine fluor,USP2a inh,HEK293 cAMP ctrl,BRCT PPI green,Texas Red fluor,Fluorescein fluor,4-MU autofl
CN(C)c1ccc(C(=S)NCc2ccco2)cc1,0.6%,-10%,i,-12%,i,10%,-9%,5.3%,i,i,i
Cc1cc2ccccc2cc(C)c1=O,x,x,i,x,i,x,x,x,i,u,i

Next results follow.
SMILES	BRCT PPI red	Casp7 inh	A350 fluor	Caspase-1 inhib	Rhodamine fluor	USP2a inh	HEK293 cAMP ctrl	BRCT PPI green	Texas Red fluor	Fluorescein fluor	4-MU autofl
O=C(NCCCCNC(=O)c1c(F)c(F)c(F)c(F)c1F)c1c(F)c(F)c(F)c(F)c1F	-1.7%	1%	i	0%	i	-5%	1%	-2.8%	i	i	i
CCOC(=O)c1ccccc1Nc1cc(C)nc2nc(C)nn12	-3.1%	-2%	x	-2%	x	x	18%	1.6%	x	x	x
c1cn(CCCNc2ncnc3nc[nH]c23)cn1	-0.9%	2%	x	-7%	x	x	u	1.1%	x	x	x
C=CCn1cnc2c(c1=O)c1nc3ccccc3nc1n2-c1ccc(Cl)cc1	x	x	3.5e-08M*	x	i	x	x	x	i	u	3.2e-08M*
CN(C)c1ccc(C(C(=O)NC(C)(C)C)N(C(=O)c2csnn2)C2CC2)cc1 (stereo unspecified)	-0.1%	-4%	u	-1%	i	7%	u	0.0%	i	i	u
Cc1ccc(C)c(Cn2cnc3c(cnn3C(C)(C)C)c2=O)c1	1.4%	-2%	i	-1%	i	1%	u	-1.9%	i	i	i
Cn1c(=O)c2c(nc(CN3CCN(C(=O)c4ccco4)CC3)n2Cc2ccccc2)n(C)c1=O	0.6%	0%	i	0%	i	-2%	5%	-3.1%	i	u	i
CC(C)c1ccc(CNc2ccc(N3CCOCC3)cc2)cc1	2.3%	0%	i	-3%	i	0%	-10%	-6.9%	i	i	i
CCN(CC)CCn1c(-c2ccccc2)nc2c(NCCOC)nc(C)nc21	0.4%	0%	x	3%	x	x	18%	-2.7%	x	x	x
COC(=O)[C@@H]1CC[C@H](C)[C@@H](c2ccc(C)cc2)N1C(=O)c1ccc(/C=N\OCC[C@@H]2C=C[C@H](OC(C)=O)[C@H](COC(C)=O)O2)cc1	1.2%[15.4 µM]	-1%[11.5 µM]	x	-5%[11.5 µM]	x	x	17%[11.4 µM]	-3.6%[15.4 µM]	x	x	x
Cc1cc(SCC(N)=O)nc(SCC(=O)c2ccccc2)n1	-1.6%	-2%	i	-1%	i	5%	4%	1.8%	i	i	i
COc1ccc(-c2cc3nc(C)c(CCC(=O)N4CCCCC4)c(C)n3n2)c(OC)c1	0.2%	3%	u	1%	i	-4%	0%	-3.2%	i	u	u
CCn1c(SCCC#N)nnc1-c1ccncc1	1.6%	0%	i	2%	i	8%	8%	-5.0%	i	i	i
Cc1ccc(NC(=O)CCn2c(=O)oc3ccccc32)cc1	-1.2%	1%	i	1%	i	6%	9%	-1.7%	u	i	i
CC(=O)OCCOc1nc(N(C)C)nc(N(C)C)n1	0.0%	2%	i	-1%	i	4%	9%	0.0%	i	i	i
CCc1cc(C(=O)COc2ccccc2F)c(O)cc1O	-0.4%	-2%	x	-2%	x	9%	23%	4.1%	x	x	x
COc1ccc(-c2noc(Cc3cccs3)n2)cc1	-2.7%	2%	x	0%	x	-1%	5%	-1.6%	x	x	x
CCOC(=O)NC1(NC2CCCCC2)Oc2ccccc2O1	2.6%	8%	u	1%	i	-14%	4%	-0.2%	i	u	i
CC1(C(=O)CSc2n[nH]c(-c3ccccc3Cl)n2)CCC(=O)O1 (stereo unspecified)	x	x	i	x	i	x	x	x	i	i	i
Cc1c(NC(=O)CSc2nc3c(cnn3-c3ccccc3)c(=O)[nH]2)c(=O)n(-c2ccccc2)n1C	-0.8%	0%	i	-1%	i	3%	5%	-0.8%	i	i	i
CC(C)C(c1nnnn1Cc1ccco1)N1CCN(c2nc3ccccc3s2)CC1 (stereo unspecified)	-1.7%	3%	i	-3%	i	17%	27%	0.8%	u	u	i
O=C(NCc1cccnc1)C1CCN(S(=O)(=O)c2cccnc2)CC1	-1.8%	0%	u	-1%	i	-3%	u	-1.8%	i	i	u
COC(=O)[C@@]1(Cc2ccc(OC)cc2)[C@H]2c3cc(C(=O)N(C)C)n(Cc4ccc(OC(F)(F)F)cc4)c3C[C@H]2CN1C(=O)c1ccccc1	-1.4%	-4%	x	-3%	x	x	u	-4.1%	x	x	x
CCN(CC)CCNC(=O)Cn1nc(Cc2cccnc2)c2ccccc2c1=O	-0.4%	-2%	x	-1%	x	x	13%	-0.7%	x	x	x
Nc1ccc(N2CCCCCC2)cc1	-6.8%	-25%	i	u	i	31%[activator]	-26%	-3.2%	i	i	i
COc1ccccc1-c1ccc(Nc2cccc(C(C)=O)c2)nn1	1.3%	-3%	i	-3%	i	17%	9%	-1.0%	u	i	i
O=C(CN1C(=O)COc2ccccc21)N(Cc1ccc2c(c1)OCO2)CC1CCCO1 (stereo unspecified)	1.0%	1%	u	-2%	i	x	u	-1.4%	i	i	u
CCOC(=O)c1cc2c(=O)n3cccc(C)c3nc2n(Cc2ccccc2Cl)c1=N	0.6%	u	1.2e-07M*	u	i	59%[activator]	-4%	1.3%	u	u	9.3e-08M*
O=P(O)(CCc1ccccn1)CN1CCOCC1	1.6%	1%	x	-1%	x	2%	-3%	-1.7%	x	x	x
CNS(=O)(=O)c1cc(OC)ccc1OC	-1.8%	0%	i	1%	i	-2%	1%	-1.4%	i	u	i
COC(=O)[C@@]1(Cc2ccc(OC)cc2)[C@H]2c3cc(C(=O)N(C)C)n(Cc4nc5ccccc5[nH]4)c3C[C@H]2CN1C(=O)c1ccccc1	0.5%	-10%	x	-8%	x	x	u	33%[activator]	x	x	x
O=P(O)(O)CCP(=O)(c1ccccc1)c1ccccc1	-0.2%	-1%	i	2%	i	-1%	4%	-2.8%	i	i	i
COc1ccc(-n2nnnc2SCC(=O)Nc2nnc(C)s2)cc1OC	-1.4%	-2%	u	-1%	i	x	5%	-1.9%	i	u	u

Compound activity deposited in PubChem by National Center for Advancing Translational Sciences (NCATS).
